Assay outcomes deposited in PubChem BioAssay by Fisher Drug Discovery Resource Center.
hcGAS inh = inhibitors of human cGAS; Q8N884; recombinant h-cGAS, ATP depletion, Kinase-Glo luminescence; inhibition, % at 12.5 µM; hit rate 0.081% among 290,000; AID 1259398;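 further: 0% = vehicle reaction and 100% = reaction without DNA for no activity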
Target sequence (Q8N884 whole entry, looked up): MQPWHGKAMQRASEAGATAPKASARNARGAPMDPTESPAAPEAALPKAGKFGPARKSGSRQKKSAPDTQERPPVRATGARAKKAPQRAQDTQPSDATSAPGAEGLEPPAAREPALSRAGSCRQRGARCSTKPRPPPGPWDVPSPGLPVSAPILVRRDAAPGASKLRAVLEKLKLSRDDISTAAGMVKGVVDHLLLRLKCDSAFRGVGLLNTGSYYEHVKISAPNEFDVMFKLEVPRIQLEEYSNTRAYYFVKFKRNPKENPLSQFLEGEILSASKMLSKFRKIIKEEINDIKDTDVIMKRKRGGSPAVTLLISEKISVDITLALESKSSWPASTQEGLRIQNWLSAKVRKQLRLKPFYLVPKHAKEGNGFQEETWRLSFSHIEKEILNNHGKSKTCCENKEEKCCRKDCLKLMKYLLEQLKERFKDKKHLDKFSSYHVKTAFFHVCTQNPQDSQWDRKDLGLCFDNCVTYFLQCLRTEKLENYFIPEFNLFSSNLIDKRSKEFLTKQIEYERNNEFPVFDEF
NPYLR7 ag = mosquito NPYLR7 agonism; HEK293T NPYLR7/Galpha15, GCaMP6s calcium fluorescence; AID 1259423; activation, % at 10 µM; hit rate 0.15% among 270,000; in the data active means activation above about 40%;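 further: 0% = vehicle and 100% = reference agonist at the receptor; some compounds past the cut are filed as inactive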
mcGAS inh = inhibitors of mouse cGAS. Q8C6L5. recombinant cGAS, Kinase-Glo ATP depletion luminescence. inhibition, % at 12.5 µM. hit rate 0.15% among 160,000. AID 1259399;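 further: 0% = negative control wells and 100% = reference inhibitor with no enzyme activity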
* hit, by the source's call; x = not tested or not shown; & = joins results of further samples. Unless noted, no stated cut-off is given here; in the data, active means inhibition above about 40%; inactive means the rest.

no.	SMILES	hcGAS inh	NPYLR7 ag	mcGAS inh
1	Nc1ncc(CN2CCC(CNC(=O)Nc3ccc(F)cc3)C2)cn1 (stereo not drawn)	-6	x	-9
2	CSc1nc2ncc3c(=O)n(-c4ccc(F)c(Cl)c4)ccc3n2n1	-1	3	x
3	O=C(NCCc1ccccn1)c1ccc2nc(-c3ccccc3)c(-c3ccccc3)nc2c1	-5	-9	x
4	CCCSc1nnc(-c2cn(C)nc2OC)n1C	-3	1	-7
5	CCc1nc2ccc(C(=O)NCc3ccc(OC)cc3)cn2c1N(C)C(=O)C1CCCCC1	-6	-8	0
6	c1ccc2[nH]c(SCSc3nc4ccccc4[nH]3)nc2c1	-14	11	-2
7	Cc1ccccc1-c1ncc(CN(Cc2nccn2C)C2CC2)s1	1	-3	-9
8	CC(=O)NC1=NN(C(C)=O)C2(S1)C(=O)N(CCOc1ccccc1)c1ccc(Cl)cc12 (stereo not drawn)	-4	0	-6
9	CCOc1ccccc1CN1C(=O)C(O)(CC(C)=O)c2cc(C)cc(C)c21 (stereo not drawn)	-4	8	-7
10	CCc1nn2c(=O)cc(Cn3nc(-c4ccc(F)cc4)oc3=O)nc2s1	-7	6	-17
11	Cc1cc(O)c(CN2CCCN(C(=O)c3ccccn3)CC2)cc1C	-14	10	-7
12	CCc1ccc(-c2c(-c3ccccc3)ncn2CC(O)c2cccnc2)o1 (stereo not drawn)	1	-7	x
13	COc1cc(OC)cc(C(=O)NCCN(C(C)C)C(C)C)c1	-9	0	-5
14	Cc1ccc(-n2nnc3c(SCC(=O)NCCc4ccccc4)ncnc32)cc1	-4	4	-4
15	Cc1ccc(Cl)cc1-n1c(SCc2ccccc2)nnc1C(C)N (stereo not drawn)	-1	-10	-4
16	OCC#CC(O)c1sc(Cl)c(Cl)c1Cl (stereo not drawn)	-2	8	2
17	O=S(=O)(NC1CCCC1n1ccnc1)c1ccc2c(c1)CCCC2 (stereo not drawn)	-10	7	-7
18	Cc1cccc(-n2c(SCC(=O)c3ccccc3)nc3ccccc3c2=O)n1	-7	-2	x
19	COCCCN(Cc1c(-c2ccc(F)cc2)noc1N1CCOCC1)C(=O)c1ccco1	-4	7	-6
20	CC(C(=O)NCC(=O)Nc1cccnc1)c1cc2ccccc2o1 (stereo not drawn)	-18	3	x

Reprinted from the part before: 5 entries; new compounds follow.
no.	SMILES	hcGAS inh	NPYLR7 ag	mcGAS inh
16	OCC#CC(O)c1sc(Cl)c(Cl)c1Cl (stereo not drawn)	-2	8	2
17	O=S(=O)(NC1CCCC1n1ccnc1)c1ccc2c(c1)CCCC2 (stereo not drawn)	-10	7	-7
18	Cc1cccc(-n2c(SCC(=O)c3ccccc3)nc3ccccc3c2=O)n1	-7	-2	x
19	COCCCN(Cc1c(-c2ccc(F)cc2)noc1N1CCOCC1)C(=O)c1ccco1	-4	7	-6
20	CC(C(=O)NCC(=O)Nc1cccnc1)c1cc2ccccc2o1 (stereo not drawn)	-18	3	x
21	COc1ccc(-c2cc(CNC(=O)c3ccc(S(=O)(=O)N(C)C)cc3)no2)cc1	0	3	-1
22	CCOc1ccc(Nc2oc(-c3ccc(COc4ccc(OC)cc4)o3)nc2C#N)cc1	-7	0	-10
23	CC1Cc2nc(SCC(=O)NCc3ccc(F)cc3)n(Cc3ccccc3)c(=O)c2S1 (stereo not drawn)	-8	0	x
24	CC1=NOC(C(=O)N2CCOc3c(O)cc(-c4ccc(C)s4)cc3C2)C1 (stereo not drawn)	-1	2	-8
25	Cc1cccc(N2C(=O)N(c3ccccc3)C3CS(=O)(=O)CC32)c1 (stereo not drawn)	-9	-2	x
26	Cn1cc([N+](=O)[O-])cc1C(=O)NCC(=O)O	-5	-1	x
27	CCN1CC(C(=O)N2CCC3(CC2)N=C(CCC(C)C)NC3=O)CCC1=O (stereo not drawn)	-10	x	-5
28	CC(C)n1c(=O)c(C(=O)NCCSCc2ccccc2)cc2cccnc21	-10	-5	-5
29	NC1=NC(=O)C(=Cc2ccc(Cl)cc2)S1	-7	1	x
30	CCC(CC)N(C(=O)CN1CSCC1=O)c1ccc(C)c(C)c1	-3	-6	x
31	Cc1ccc(-n2cccn2)c(CNC(C)c2cnn(-c3cccc(F)c3)c2C)c1 (stereo not drawn)	-6	8	x
32	CC(C)(C)C(=O)N1CC(=O)N(CCCc2ccccc2)CC(O)C1 (stereo not drawn)	0	0	-7
33	CCc1nc(CN(C)C(=O)C2(Oc3ccc(C)cc3)CCNCC2)no1	-6	8	x
34	O=C(Nc1ccc2c(c1)OCCO2)c1cc2cc(Br)ccc2oc1=O	1	2	-4
35	Cc1cc(C)cc(-c2nnc(SCc3nc4ccccc4o3)o2)c1	-2	7	x
36	CCOC(=O)c1cc(C2CC2)n(C2CCN(C(=O)Cc3ccc(OC)cc3)CC2)n1	-4	25	-3
37	O=S(=O)(Nc1ncn[nH]1)c1ccc(Cl)cc1	-12	2	x
38	Cc1ccccc1C(C)(C)CNC(=O)N1CCC2(CCOCC2)C1	-4	-21	x
39	C#Cc1cccc(C(=O)N2CCCC(CCC(=O)NCc3ccccc3F)C2)c1 (stereo not drawn)	0&-4	3&4	-8
40	CN=c1scc(-c2ccc(Br)cc2)n1N=Cc1ccccc1F	-3	4	-4

The final two entries of the section before are carried over, then new ones follow:
no.	SMILES	hcGAS inh	NPYLR7 ag	mcGAS inh
39	C#Cc1cccc(C(=O)N2CCCC(CCC(=O)NCc3ccccc3F)C2)c1 (stereo not drawn)	0&-4	3&4	-8
40	CN=c1scc(-c2ccc(Br)cc2)n1N=Cc1ccccc1F	-3	4	-4
41	CC1CN(C(=O)CCCSc2nnc(-c3ccccc3Cl)n2-c2ccccc2)CCN1C(=O)c1cccc(C(F)(F)F)c1 (stereo not drawn)	-2	-5	-6
42	COCCc1noc(C2CCCS2)n1 (stereo not drawn)	-11	18	x
43	CN1C(=O)NC(c2cccc(OCc3ccccc3)c2)C2=C1CN(CCN1CCOCC1)C2=O (stereo not drawn)	10	6	-5
44	COC(=O)C1=CN(C(C)c2ccccc2)C=C(C(=O)OC)C1c1ccccc1Cl (stereo not drawn)	-7	2	x
45	C#CC1(O)CC[C@H]2[C@@H]3CCC4=CCCC[C@@H]4[C@H]3CC[C@@]21C (stereo partly drawn)	2	1	-6
46	CC1(C)CNC(=O)c2nc(C3OCCc4ccccc43)[nH]c2C1 (stereo not drawn)	-3	3	x
47	CCn1cc(Cn2ccnc2-c2cccc(Cn3cccn3)c2)cn1	-14	4	-17
48	Cc1ccc(-c2ccc(CCC(=O)NCC3CCCO3)n2-c2ccc(CC#N)cc2)c(C)c1 (stereo not drawn)	-5	-6	-6
49	O=C(c1ccc(F)cc1)N1CCN(c2cc(Oc3ccc(F)c(Cl)c3)ncn2)CC1	-2	2	-4
50	CN(C)c1ccc(/C=C/C=N\OC(=O)c2ccccc2)cc1	-5	-6	x
51	Cc1ccc2nc(Sc3cc(NCCCO)c([N+](=O)[O-])c4nonc34)[nH]c2c1	8	-2	x
52	C=c1cc(C)n(CC(=O)Nc2ccc(C)c(C)c2)c(=O)c1=C1N=C(c2ccc3c(c2)OCO3)NO1	-5	0	-8
53	CN1CCN(C(=O)c2csc(COc3ccc4c(c3)OCO4)n2)CC1	-5	-4	-7
54	CCCC(=O)Nc1cccc(C(=O)NC(C)(C)CN2CCCC2)c1	-5	5	-10
55	O=C(CCc1cccc(Cl)c1Cl)Nc1ccc2oc(=O)[nH]c2c1	0	5	x
56	O=C(Cn1cc(C(F)(F)F)cc(Cl)c1=O)NNC(=O)c1cccs1	-11	-6	-8
57	Cc1cccc(OCC(=O)NCC(=O)N=Nc2c(O)[nH]c3ccccc23)c1	-3	-13	-4
58	O=C(c1cc(F)cc(F)c1)N1CCN(Cc2ccc(-c3noc(-c4cccnc4)n3)cc2)CC1	5	5	3
59	CSC1=NC(C)(C)CC12C=CC(=O)c1ccccc12 (stereo not drawn)	-4	-4	x
60	COc1cccc(/C=C2\C(=O)N(c3ccccc3)N=C2C)c1OC	-4	13	-5

The last two records of the section above come first, to join the parts:
no.	SMILES	hcGAS inh	NPYLR7 ag	mcGAS inh
59	CSC1=NC(C)(C)CC12C=CC(=O)c1ccccc12 (stereo not drawn)	-4	-4	x
60	COc1cccc(/C=C2\C(=O)N(c3ccccc3)N=C2C)c1OC	-4	13	-5
61	CN(C)CC1(O)CCCN(C(=O)c2ccccc2-c2ncn[nH]2)C1 (stereo not drawn)	0	-3	-11
62	Cc1cc(-c2ccccc2Cl)nc(N)n1	-7	-2	-12
63	COc1ccnc(NNC(=O)c2ccc(Cl)cc2F)n1	-1	8	x
64	Cc1ccc(-n2nnnc2SCC(=O)NC(=O)NC(C)C)c(C)c1	-11	-1	x
65	Cc1cc2ccccc2n1CCC(=O)N1CCC2(CC1)CNC(=O)C2	-6	9	-10
66	Cc1nc(C(=O)N(CC(=O)Nc2ccc(F)cc2)C(C)C)cs1	-9	8	x
67	Cc1nn(CC(=O)N2CCCC2)c(=O)c2c1cnn2-c1ccccc1	-4	7	x
68	CCOc1ccc(C2CC(c3cc(C)ccc3C)=NN2C(=O)CN2CCCCC2C)cc1 (stereo not drawn)	1	1	-2
69	O=S(=O)(c1ccc(Cl)cc1Cl)N1CCN(c2c(-c3ccccc3)cnc3ncnn23)CC1	0	-5	1
70	CC(C)NC(=O)Cn1c(CO)cnc1SCC(=O)Nc1ccc(C(N)=O)cc1	2	10	x
71	N#Cc1cccc(C=C2N=C(c3ccc(F)cc3)OC2=O)c1	9	-1	1
72	CCc1nc(C)c(C(=O)Nc2ccc(CCC(F)(F)F)cc2)s1	-10	3	x
73	Cn1c(=O)c2cc(NC(=O)CCc3cccnc3)ccc2n1Cc1cccc(C(F)(F)F)c1	-8	3	-9
74	CN(Cc1ccccc1F)c1nc(N2CCCC2)nc(N2CCCC2)n1	-8	4	x
75	COc1ccc(-c2cc(N3CCCC3)nc(N)n2)c(OC)c1	5	-1	x
76	COc1ccc(CNC(=O)c2ccc(Br)cn2)cc1	-9	1	x
77	COc1ccc(-n2cc(-c3ccccc3)c3c(N4CC(C)OC(C)C4)ncnc32)cc1 (stereo not drawn)	-3	-2	-5
78	NC(=O)CN1CCN(c2ccccc2)C1=O	-10	-2	x
79	CCN(C(=O)c1sc(-c2ccc(C(F)(F)F)cc2)nc1C)C1CCS(=O)(=O)C1 (stereo not drawn)	-3	-1	-16
80	CC1(C)NC(=O)N(CCCCOc2ccc(Br)cc2Cl)C1=O	-5	8	x
81	Cc1nc(-n2cccc2)sc1C(=O)N1CCN(C2CCCCC2)CC1	-3	-2	-3
82	CCCCNC(=O)C1(C)CCN1C(=O)c1ccc(F)cc1Cl (stereo not drawn)	-12	0	-7
83	COc1cccc(C2CC(c3ccccc3)=NN2c2ccccc2)c1 (stereo not drawn)	-3	-7	-4
84	CC(CNC(=O)CCNC(=O)c1ccccc1F)n1cncn1 (stereo not drawn)	-7	-1	-18
85	Cc1cc(C)n(CC(C)NC(=O)N(C)CCC2CCCCC2)n1 (stereo not drawn)	-4	2	x
86	CC1CN(C(C)(C)CNC(=O)NC2CCCCCCC2)CC(C)O1 (stereo not drawn)	-4	6	-5
87	COc1ccc(C2c3cccn3CCCN2Cc2cc(C)ccc2O)cc1 (stereo not drawn)	-5	2	-4
88	CCc1cc(-c2cccc3ccnn23)ccc1NC(C)=O	-2	19	-17
89	CNc1nc2cnc(-c3cccc(CO)c3)cc2n1-c1ccccc1	-5	7	-6
90	CN(CC(=O)Nc1ccc(N2CCOCC2)cc1)C(=O)COc1ccccc1C#N	9	1	x
91	Fc1ccc(-c2cc(C(F)(F)F)nc(NCc3cccnc3)n2)cc1	-3	-2	x
92	O=C(CCN1CCNCC1)NC[C@@H]1CCNC[C@H]1O	2	-3	x
93	O=C(Cc1c(F)cccc1Cl)Nc1cc(C(=O)Nc2ccc(Cl)cc2)ccc1N1CC2CC(C1)c1cccc(=O)n1C2 (stereo not drawn)	-5	-6	x
94	CC(=O)NC1C(Oc2ccc(C(C)(C)C)cc2)OC(CO)C(O)C1O (stereo not drawn)	-4	-4	-5
95	Clc1ccc2nc(-c3ccc4c(c3)OCO4)c(NC3CCCCC3)n2c1	0&1	-4&14	-5&-4
96	COc1ccc(NC(=O)N2CC[C@H]3CC(=O)N(CCN4CCNC4=O)CC[C@H]3C2)cc1	-5	-9	-6
97	Cc1ccc(Cc2nsc(N3CCN(C(=O)c4cccc(Br)c4)C(C)C3)n2)cc1 (stereo not drawn)	-4	3	-4
98	Cc1ccc(NC(=O)C2(C)CCN2C(=O)Cc2ccc(C(C)C)cc2)cc1 (stereo not drawn)	-9	9	-5
99	CN(C)c1ccc(NC(=O)C2CSc3ccccc3O2)nc1 (stereo not drawn)	-17	10	x
100	Cc1ccccc1-c1nc(OCC(C)C)nn1-c1ccc(NC(=O)Cc2cccs2)cc1	-5	27	-5
101	O=C(COc1cccc(Cl)c1Cl)NC(=O)NC1CC1	7	-3	-2
102	CC1CCN(c2ccc(NC(=O)Nc3cccc(F)c3)cc2C(=O)NC(C)c2ccccc2)CC1 (stereo not drawn)	-16	18	-6
